From PubChem
HRas wt GTP: human HRas wildtype GTP binding, change in either direction; GST-Ras wt beads, Bodipy-FL-GTP binding, flow cytometry; actives lie on both sides; GTP binding activity, % at 10 µM; 190,000 compounds, 0.14% hits; P01112;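 active = GTP binding activity at least 20% away from the 100% baseline, either lowered as inhibitor or raised as activator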;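 note: 0% = unlabeled GTP competition control and 100% = no-compound control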
Target sequence (P01112 whole entry, looked up): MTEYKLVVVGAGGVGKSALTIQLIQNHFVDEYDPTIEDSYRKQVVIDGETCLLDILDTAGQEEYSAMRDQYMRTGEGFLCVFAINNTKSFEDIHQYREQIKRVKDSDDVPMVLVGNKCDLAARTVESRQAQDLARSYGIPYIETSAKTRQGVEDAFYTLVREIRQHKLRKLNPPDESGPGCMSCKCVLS
Rac1 mut GTP: human Rac1 activated mutant GTP binding change | percent activity (GTP binding), % at 10 µM | AID 764 | GST-Rac1 activated beads, fluorescent GTP binding, flow cytometry; actives lie on both sides; 100% means binding = to untreated wells | 190,000 compounds, 0.11% hits | P63000;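 active = GTP binding at least 20 percentage points away from the 100% baseline, in either direction, so actives lie on both sides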
Rac1 wt modul: alters GTP binding to wildtype human Rac1; 190,000 compounds, 0.27% hits; P63000; AID 757; GST-Rac1 beads, fluorescent GTP binding, flow cytometry; actives lie on both sides; 0 = cold GTP competed, 100 = untreated; GTP binding activity (% of control), % at 10 µM;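 active = GTP binding activity at least 20 points away from the 100% control level, either lower or higher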
Rab7 wt modul: alters GTP binding to wildtype dog Rab7 | GTP binding activity (percent of control), % at 10 µM | 190,000 compounds, 0.055% hits | GST-Rab7 beads, fluorescent GTP binding, flow cytometry; actives lie on both sides; untreated = 100%, excess cold GTP = 0%;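 active = fluorescent GTP binding to Rab7 beads changed by at least 20 points from the 100% baseline, either direction, mostly lower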;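 note: median green fluorescence of bound Bodipy-FL-GTP per Rab7 bead population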
Cdc42 wt GTP: changes GTP binding to wildtype human Cdc42. 190,000 compounds, 0.2% hits. AID 761. P60953. percent activity (GTP binding), % at 10 µM. GST-Cdc42 beads, Bodipy-GTP binding, flow cytometry; actives lie on both sides;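 active = percent activity GTP binding at least 20 points away from the 100% baseline, either down as inhibitor or up as activator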;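 note: median bead fluorescence of bound Bodipy-FL-GTP at 100 nM; 0% = excess unlabeled GTP control and 100% = no compound control; below 100% means less GTP binding so inhibitor and above means activator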
Target sequence (P60953 whole entry, looked up): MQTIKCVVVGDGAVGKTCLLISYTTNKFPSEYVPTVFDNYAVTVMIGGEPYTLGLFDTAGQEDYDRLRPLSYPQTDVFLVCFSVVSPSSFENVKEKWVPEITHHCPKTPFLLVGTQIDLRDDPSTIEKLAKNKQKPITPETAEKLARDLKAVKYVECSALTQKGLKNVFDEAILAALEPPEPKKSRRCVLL
Bim-Bcl-B: disrupts Bim peptide binding to human Bcl-B | 190,000 compounds, 0.073% hits | bead-based flow cytometry | inhibition, % at 10 µM;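 note: 0% = tracer peptide without compound and 100% = reference inhibitor peptide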
Target sequence (Q9HD36 whole entry, looked up): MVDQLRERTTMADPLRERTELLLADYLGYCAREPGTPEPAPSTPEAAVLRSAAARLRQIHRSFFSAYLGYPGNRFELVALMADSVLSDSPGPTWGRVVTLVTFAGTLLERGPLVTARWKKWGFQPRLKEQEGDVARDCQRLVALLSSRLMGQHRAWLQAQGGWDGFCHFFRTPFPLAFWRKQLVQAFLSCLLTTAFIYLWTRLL
Bcl-W Bim block: human Bim-Bcl-W interaction inhibition; Q92843; bead-based flow cytometry, Bim peptide-Bcl-W binding; inhibition, % at 10 µM; 190,000 compounds, 0.02% hits; AID 952;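 note: 0% = bound tracer without compound and 100% = peptide blocker; higher means less fluorescent Bim peptide bound to Bcl-W beads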
Rab2A wt mod: changes GTP binding to wildtype dog Rab2A, up or down; GST-Rab2 wt beads, Bodipy-GTP binding, flow cytometry; AID 760; 190,000 compounds, 0.19% hits; GTP binding activity, % at 10 µM;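 active = GTP binding activity at least 20 points away from 100%, either lowered or raised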;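 note: 0% = beads with excess unlabeled GTP and 100% = no-compound control corrected for plate trend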
Bcl-2 Bim block: human Bim-Bcl-2 interaction inhibition | AID 950 | inhibition, % at 10 µM | 190,000 compounds, 0.06% hits | Bead-based flow cytometry, Bim peptide-Bcl-2 binding | P10415; in the data active = inhibition above about 40%;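 note: 0% = no compound wells with probe peptide and 100% = reference peptide inhibitor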
Target sequence (P10415 whole entry, looked up): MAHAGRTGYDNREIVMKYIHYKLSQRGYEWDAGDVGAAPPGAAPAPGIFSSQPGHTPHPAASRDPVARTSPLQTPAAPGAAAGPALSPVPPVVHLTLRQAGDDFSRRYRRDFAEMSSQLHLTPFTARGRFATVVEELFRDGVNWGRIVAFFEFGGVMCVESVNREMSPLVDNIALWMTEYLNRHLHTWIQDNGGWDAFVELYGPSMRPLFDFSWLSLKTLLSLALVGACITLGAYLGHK
Bim-Bcl-XL: disrupts Bim peptide binding to human Bcl-XL | Q07817 | bead flow cytometry, fluorescence | inhibition, % at 10 µM | 190,000 compounds, 0.04% hits | AID 1007
Target sequence (Q07817 whole entry, looked up): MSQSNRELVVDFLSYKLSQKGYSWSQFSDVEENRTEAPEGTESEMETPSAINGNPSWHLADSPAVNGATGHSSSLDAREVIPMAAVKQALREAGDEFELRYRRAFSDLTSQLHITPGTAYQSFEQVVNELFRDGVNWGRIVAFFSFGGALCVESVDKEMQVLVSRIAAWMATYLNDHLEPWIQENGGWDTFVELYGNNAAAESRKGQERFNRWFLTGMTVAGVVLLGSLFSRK
Bfl-1 Bim block: disrupts Bim binding to human Bfl-1; Q16548; 190,000 compounds, 0.12% hits; inhibition, % at 10 µM; Bead-based flow cytometry, Bim-Bfl-1 binding inhibition; AID 1008;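 note: 0% = wells without compound plus tracer and 100% = blocker peptide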
* = called active by the depositor. Cut-off read from the data, not from the text of the source, unless noted: active = inhibition above about 40%. Rows are unselected (roughly 0.62% active in at least one column).

The opening two compounds, ahead of the listing:
SMILES	HRas wt GTP	Rac1 mut GTP	Rac1 wt modul	Rab7 wt modul	Cdc42 wt GTP	Bim-Bcl-B	Bcl-W Bim block	Rab2A wt mod	Bcl-2 Bim block	Bim-Bcl-XL	Bfl-1 Bim block
Cc1ccc(NC(=O)NC(=O)CSc2nnc(-c3ccc(Cl)cc3Cl)n2N)c(C)c1	99	98	99	99	99	-10	-7	98	-11	-9	-16
Cc1ccc(C)c(NC(=O)CN(C)C(=O)[C@@H](NC(=O)c2ccc(C(C)(C)C)cc2)C(C)C)c1	99	97	104	98	101	-6	-4	100	-2	-4	4

The whole of this part, repeating the preview:
SMILES	HRas wt GTP	Rac1 mut GTP	Rac1 wt modul	Rab7 wt modul	Cdc42 wt GTP	Bim-Bcl-B	Bcl-W Bim block	Rab2A wt mod	Bcl-2 Bim block	Bim-Bcl-XL	Bfl-1 Bim block
Cc1ccc(NC(=O)NC(=O)CSc2nnc(-c3ccc(Cl)cc3Cl)n2N)c(C)c1	99	98	99	99	99	-10	-7	98	-11	-9	-16
Cc1ccc(C)c(NC(=O)CN(C)C(=O)[C@@H](NC(=O)c2ccc(C(C)(C)C)cc2)C(C)C)c1	99	97	104	98	101	-6	-4	100	-2	-4	4
Cc1ccc(OCC(=O)Nc2sc3c(c2C#N)CC(C)(C)NC3(C)C)cc1	96	98	97	97	97	-4	-2	98	-5	-4	-9
Cc1cc(C)c2nc(NC(=O)c3ccc(OCC4CCCO4)cc3)sc2c1 (stereo not given)	101	99	104	98	101	-9	-3	100	-7	-4	-2
COc1ccc(C(=O)Nc2cc(OC)cc(OC)c2)cc1	104	101	106	103	106	-2	1	100	-2	-4	-7
CCC(=O)Nc1ccc(NC(=O)CSc2nnnn2-c2cccnc2)cc1C	105	101	103	104	105	-1	0	106	0	-1	1
COc1ccc2c(c1)-c1ccccc1S(=O)(=O)N2C(C)=O	105	98	102	104	105	-1	3	106	-2	0	2
Cc1ccc(NC(=O)CCNS(=O)(=O)c2cc(Br)cnc2N)c(Cl)c1	98	98	104	104	99	-4	0	98	0	-2	0
Cc1cc(F)ccc1S(=O)(=O)N1CCCOC1CNC(=O)C(=O)NCc1ccco1 (stereo not given)	102	98	104	99	103	-3	-2	98	-2	-6	-2
COc1cc2c(cc1OC)-c1nc3ccccc3c(=O)n1C(C)(C)C2	99	97	113	101	96	-8	5	99	-8	-7	-9
O=C(CSc1nc(-c2ccccc2)c(-c2ccccc2)[nH]1)Nc1ccc2c(c1)OCO2	101	101	101	102	99	-15	-4	100	-8	-4	-17
COc1ccccc1N1CCN(CC(O)c2ccc3cc[nH]c3c2)CC1 (stereo not given)	101	98	103	101	98	-6	-2	100	-7	-4	-5
O=C(Nc1ccc(Oc2ccc(C(=O)O)c(C(=O)O)c2)cc1)c1cccs1	93	90	96	101	89	-5	-5	95	-10	-6	-16
CCN(CC)C(=S)Nc1ccc(OC)cc1	102	102	103	99	101	-8	-3	100	-4	-5	-19
C1CCCN(c2nc3nonc3nc2N2CCCCCC2)CC1	97	96	99	100	95	-6	-2	97	-3	-4	-8
CCNC(=O)N1CCCC(C(=O)c2ccc3cc(OC)ccc3c2)C1 (stereo not given)	96	95	98	98	95	-4	1	96	0	0	-6
O=C(N/N=C/c1c(O)n(-c2ccccc2Cl)c(=O)c2ccccc12)c1cccnc1	93	94	94	94	91	0	1	93	-1	-2	-3
CC(C)c1ccc(C(C(=O)NC(C)(C)C)N(C(=O)CNC(=O)c2ccco2)c2cccnc2)cc1 (stereo not given)	100	98	105	103	102	3	2	99	6	0	5
COc1cc(OC)c2c(O)c3c(c(-c4c5c(c(O)c6c(OC)cc(OC)cc46)CO[C@@H](C)[C@H]5O)c2c1)[C@H](O)[C@H](C)OC3	95	90	94	101	91	-1	-2	93	0	-2	-4
COc1cc(Br)c(C(C)NC(=O)c2ccc(C)cc2)cc1OC (stereo not given)	103	101	105	104	105	-4	0	104	-4	-1	-2
O=S(=O)(NCc1ccccc1Cl)c1cccs1	102	95	99	108	99	-2	0	102	3	-1	-5
CCOC(=O)C(C(=O)NCc1cccc(OC)c1)c1ncc(C(F)(F)F)cc1Cl (stereo not given)	95	93	93	93	95	0	0	94	-1	0	0
Cc1ccc2nc(-c3ccccn3)oc2c1	96	94	95	96	97	-1	0	94	-3	-3	-2
C/C(=N\O)C(=O)NCCCNCCCN(C)C	99	96	100	98	100	1	-2	99	5	-4	0
CC(=O)NCCn1c(SCC(=O)Nc2ccc(C)cc2)nc2ccccc2c1=O	98	97	103	96	101	1	-1	99	2	0	1
S=C(Nc1ccc2snnc2c1)N1CCN(c2ccccn2)CC1	97	99	102	99	103	-13	0	96	-7	-5	-9
CC(=O)Nc1ccc(S(=O)(=O)N2CCCCC2c2cccnc2)cc1 (stereo not given)	102	98	101	98	103	-2	-3	102	-7	-2	-7
CCOC(=O)c1[nH]c2ccc(OC)cc2c1C	95	92	92	95	96	0	-1	94	-3	0	0
COc1ccc(-c2[nH]ncc2/C=N\NC(=O)c2ccc(C(C)(C)C)cc2)cc1OC	96	100	101	97	97	-2	-1	95	4	-2	0
Cn1ncc(Cl)c1C(=O)NC1C2CC3CC(C2)CC1C3 (stereo not given)	99	98	100	102	100	0	1	100	0	-1	0
Cc1cc2n(n1)C(c1ccsc1)Nc1ccccc1-2 (stereo not given)	99	95	97	99	97	-3	5	98	-4	-4	-5
COc1ccc(/C=C(/C#N)C(=O)Nc2cccc(C)c2C)cc1C(=O)O	96	93	95	95	98	-4	0	95	-14	-11	-12
Cc1nnc(NCCN2CCOCC2)[nH]c1=O	99	97	97	101	99	-1	-2	99	-1	-1	0
CCOC(=O)C1CCCN(C(=O)Cc2c(C(=O)O)[nH]c3ccccc23)C1 (stereo not given)	100	96	96	97	98	-1	0	95	-3	-1	-4
Cc1nc2ccccc2c(=O)n1NC(=O)COc1ccccc1	100	98	102	102	97	-5	-3	101	5	-2	-3
Cc1c(NC(=O)c2cnn3cccnc23)c(=O)n(-c2ccccc2)n1C	107	103	104	113	107	-3	0	108	-1	-2	-2
CCN(CC)C(=O)CSc1nc2ncccc2[nH]1	102	101	100	101	102	-2	-2	102	-1	-3	-1
COc1ccccc1-c1c(C(F)(F)F)oc2cc(OC(=O)c3ccc([N+](=O)[O-])cc3)ccc2c1=O	98	94	99	97	98	6	5	97	4	6	1
Cc1cccc(C(=O)Nc2sc(C(=O)N3CCCC3)c(C)c2C#N)c1	96	95	95	96	97	-1	2	94	-2	-8	-12
CC(=O)Nc1ccc(NC(=O)c2oc3cc(C)c(C)cc3c2C)cc1	100	98	105	100	106	-9	-10	101	-8	-13	-11
CS(=O)(=O)N1CCCC(C(=O)NCc2ccc(F)cc2Cl)C1 (stereo not given)	99	97	96	100	99	0	-1	99	-4	1	0
O=C(O)C1C2C=CC(C2)C1C(=O)NC(c1ccccc1)c1ccccc1 (stereo not given)	94	97	97	94	97	-6	1	98	-6	-1	-10
Cc1ccc(NC(=O)Nc2ccc3c(c2)N(C)C(=O)CS3)cc1C	98	98	100	100	98	-8	0	98	-10	-2	-11
COc1ccc(CCNS(=O)(=O)c2ccc(OC)cc2)cc1	99	95	99	96	100	-2	-1	97	-3	0	0
CCCCC(=O)Nc1nc(C)c(-c2csc(Nc3ccccc3OC)n2)s1	100	102	103	96	102	-7	3	97	-4	-4	-3
CCOC(=O)c1c(C)[nH]c(C(=O)OCC(=O)N2c3ccccc3CC2C)c1C (stereo not given)	100	102	101	97	101	-9	-6	99	-14	-14	-15
O=C(Oc1ccc(-c2cnc3ccccc3n2)cc1)c1ccc(Cl)c([N+](=O)[O-])c1	92	88	88	90	93	-6	0	89	-2	1	-1
O=C1CC(c2ccccc2)Sc2nc3ccccc3n21 (stereo not given)	95	93	99	97	99	-7	-3	94	-4	-3	-9
COc1cc(Cl)c(S(=O)(=O)NCCCN2CCOCC2)cc1Cl	100	100	103	99	101	-4	-6	99	-3	-14	-3
CCCCOc1ccc(/C=c2\sc3ncnn3c2=O)cc1	103	103	108	102	105	-3	5	104	-1	-2	-10
Cc1ccc(C(=O)Nc2nnc(NC(=S)Nc3ccccc3)s2)cc1	97	95	99	103	96	-21	-7	96	-2	-10	-2
O=C(CN1CCN(S(=O)(=O)c2ccc(Br)cc2)CC1)N/N=C/c1ccco1	99	102	101	98	101	-9	-1	101	-20	-4	-11
CCOC(=O)CC1COCCN1Cc1cn[nH]c1-c1ccc2c(c1)OCO2 (stereo not given)	100	97	102	99	101	0	0	98	2	-2	3
Cc1ccc(N2CN=C3SCC(=O)N3C2)cc1C	95	96	96	102	93	-4	-2	98	-1	-3	-3
CCCC(C)NC(=O)COc1ccc(Sc2ccc(OCC(=O)NC(C)CCC)cc2)cc1 (stereo not given)	97	98	99	101	99	-1	0	96	-5	-2	-18
Cc1cccc(NC(=O)N(C)Cc2cccs2)c1	101	99	103	104	102	-9	0	102	-11	-1	-15
CCOC(=O)c1ccc(S(=O)(=O)N2CCN(CCC#N)CC2)cc1	100	101	107	98	101	-7	-2	101	-8	-6	-10
CCOC(=O)CNC(=O)CSc1nnc(-c2ccco2)n1N	101	100	102	101	102	-4	-1	100	0	-2	-2
Cc1ccc(OCC(=O)N/N=C/c2ccc([N+](=O)[O-])o2)cc1	102	100	103	100	102	-8	-3	101	-9	-11	-12
O=C(c1cc(Cl)ccc1[N+](=O)[O-])N1CCc2ccccc2C1	108	103	110	112	104	-6	-2	106	0	-8	-1

Among those listed so far, 2 contain a CF3 group:
SMILES	HRas wt GTP	Rac1 mut GTP	Rac1 wt modul	Rab7 wt modul	Cdc42 wt GTP	Bim-Bcl-B	Bcl-W Bim block	Rab2A wt mod	Bcl-2 Bim block	Bim-Bcl-XL	Bfl-1 Bim block
CCOC(=O)C(C(=O)NCc1cccc(OC)c1)c1ncc(C(F)(F)F)cc1Cl (stereo not given)	95	93	93	93	95	0	0	94	-1	0	0
COc1ccccc1-c1c(C(F)(F)F)oc2cc(OC(=O)c3ccc([N+](=O)[O-])cc3)ccc2c1=O	98	94	99	97	98	6	5	97	4	6	1

Continuation:
SMILES	HRas wt GTP	Rac1 mut GTP	Rac1 wt modul	Rab7 wt modul	Cdc42 wt GTP	Bim-Bcl-B	Bcl-W Bim block	Rab2A wt mod	Bcl-2 Bim block	Bim-Bcl-XL	Bfl-1 Bim block
CC(C)(C)NC(=O)C(c1cccnc1)N(C(=O)c1csnn1)c1ccccc1 (stereo not given)	100	96	102	104	97	0	-1	99	0	0	-3
COc1nc(Oc2ccc(C(=O)O)cc2)nc(Oc2ccc(C(=O)O)cc2)n1	104	100	108	105	103	-7	3	104	-8	-3	-9
COC(=O)c1ccc(NC(=O)CSc2nnc(CNc3ccc(F)cc3)n2C)cc1	100	100	105	100	102	5	-4	100	10	3	12
O=C(CSc1nnc(-c2ccco2)n1Cc1ccccc1)c1ccccc1	98	96	102	97	98	11	19	97	21	20	17
CCOC(=O)c1sc(NC(=S)NC(=O)c2ccco2)nc1C	97	98	100	95	99	2	-2	98	2	-2	0
COCCCNCCOCCSc1ccc(Cl)cc1	102	101	103	100	101	-5	-2	100	0	-5	-1
COc1ccc(Nc2oc(-c3ccco3)nc2S(=O)(=O)c2ccc(F)cc2)cc1	102	100	104	101	100	-7	-2	100	-3	-5	-11
COc1ccc(S(=O)(=O)N(C)CC(=O)Nc2ccccc2OC)cc1C	105	96	106	105	105	-5	2	102	-2	0	-4
COc1ccc(-n2c(Cc3cccn3C)nnc2SCC(=O)Nc2ccc(Cl)cc2)cc1	100	100	102	100	101	-4	2	99	-6	-2	-7
